DT40 TDP1 no CPT: qHTS for Inhibitors of human tyrosyl-DNA phosphodiesterase 1 (TDP1): qHTS in cells in absence of CPT. Potency, µM (titrated, usually from 46.2 µM), without a hit: top-dose activity change, negative = growth inhibition, usual class: inhibitors. DT40 Tdp1-/- hTDP1 cells, no CPT, ATP luminescence, 48 h. 420,000 tested, 15% active; further: nearly all actives have a fitted effect of over 55% in size
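No-CPT arm: Tdp1-/-;hTDP1 DT40 cells (400/well) plus compounds, incubated ≥48 hr at 37 °C. Readout CellTiter-Glo luminescence.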
KAT2A inh: inhibitors of human GCN5L2 histone acetyltransferase; Q92830; GCN5L2 HAT assay, ThioGlo1 CoA-SH fluorescence; Potency, µM (top dose mostly 58.9 µM), without a hit: at the highest dose activity change, negative = inhibition, hits mostly inhibitors; 390,000 tested, 0.21% active; AID 504327
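GCN5L2 (20nM final) in 50mM HEPES, 0.1mM EDTA pH 7.5, 0.01% Tween-20 was preincubated 15 min at room temperature with compound, then given ThioGlo1 (50uM), H3(1-25) peptide (75uM) and acetyl-CoA (70uM); CoA-thiol fluorescence (Ex340/Em540) was read at 0 and 20 min.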
TDP1 inh: TDP1 (human) enzyme inhibition | recombinant TDP1, AlphaScreen DNA substrate cleavage | Potency, µM (series often up to 130 µM), inactives show at the top dose activity change, negative = inhibition, actives largely listed as inhibitors | 350,000 tested, 0.28% active | AID 485290; further: nearly all actives have a fitted effect of over 40% in size
Target sequence (Q9NUW8 whole entry, looked up): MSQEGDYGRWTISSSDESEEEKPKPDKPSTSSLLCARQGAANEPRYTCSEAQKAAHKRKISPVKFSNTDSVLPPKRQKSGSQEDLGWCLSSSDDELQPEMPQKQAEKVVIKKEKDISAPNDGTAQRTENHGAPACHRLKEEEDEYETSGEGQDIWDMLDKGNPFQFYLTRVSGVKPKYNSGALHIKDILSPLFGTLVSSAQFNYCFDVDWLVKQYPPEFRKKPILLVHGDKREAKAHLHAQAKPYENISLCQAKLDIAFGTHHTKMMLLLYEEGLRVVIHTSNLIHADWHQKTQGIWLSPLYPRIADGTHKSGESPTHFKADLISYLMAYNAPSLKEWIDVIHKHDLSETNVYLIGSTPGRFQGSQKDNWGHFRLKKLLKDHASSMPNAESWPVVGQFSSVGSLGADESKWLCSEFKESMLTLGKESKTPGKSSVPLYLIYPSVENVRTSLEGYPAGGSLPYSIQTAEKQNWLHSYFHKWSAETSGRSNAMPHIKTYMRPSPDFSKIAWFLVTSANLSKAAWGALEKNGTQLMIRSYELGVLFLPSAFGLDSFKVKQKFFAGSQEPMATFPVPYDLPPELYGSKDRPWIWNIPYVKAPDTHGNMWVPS
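Recombinant E. coli-expressed Tdp1 (1 nM) preincubated with compound 15 min at RT, then 5'-biotin/3'-phosphotyrosine-FITC DNA substrate (15 nM) added for 5 min. AlphaScreen beads (10 ug/ml) added, 10 min RT; tyrosine-FITC cleavage read as signal loss.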
Starred values were filed as active, the others as inactive; u = inconclusive; x = not tested or not shown; & = joins results of further samples; [ ] = dose if it differs, or a comment. The call rests on the fitted dose curve; in most records, active means well fitted curve in the direction sought with a large enough effect; inconclusive means small, poorly fitted or top-dose-only effect, or another doubt; inactive means no such curve, though single readings can be large; an effect the other way counts as inactive or inconclusive. On the % scale 0 is the no-effect control and ±100 the full control effect; potency means the concentration at half of the fitted maximal effect. These rows are one share of the data; rates above refer to the full screens.

smiles	DT40 TDP1 no CPT	TDP1 inh	KAT2A inh
O=C(CN(c1ccccc1)S(=O)(=O)c1ccccc1)NCCSCc1ccco1	-27.1%	28.2µM*	-2.0%
Cc1sc(NC(=O)CCCC(=O)O)c(C(N)=O)c1-c1ccccc1	7.3%	-8.0%	-8.9%
COc1ccc(/C=N/NC(=O)c2cccnc2)cc1	-2.4%	x	-4.5%
CCc1cccc(C)c1Nc1c(-c2cccc(O)c2)nc2sccn12	16.4µM*	11.8%	-0.3%
COc1ccc(NC(=O)Cn2nnc(C(=O)NCc3ccc4c(c3)OCO4)c2N)cc1	-11.5%&2.2%	-4.9%&4.7%	-11.1%&-6.3%
N#C/C(=C(\O)CCl)c1nnc2n1CCCCC2	u	5.7%	-0.8%
CCC(=O)NNC(=O)CCC(=O)Nc1ccccc1	x	1.9%	3.8%
CCN(CC)CCn1c(=O)n(-c2ccc(Cl)cc2)c(=O)c2c3c(sc21)CN(C)CC3	20.6µM*	x	-9.1%
O=C(O)CCCN=CC1=C(O)CNC1=O	-16.1%	-3.5%	-1.4%
Nc1c(S(=O)(=O)c2ccccc2)c2nc3ccccc3nc2n1/N=C/c1cccc(O)c1	23.1µM*	-9.8%	-23.5%
Cc1ccc2nc(NC(=O)CSc3nc(=O)n(CCN(C)C)c4c3CCCC4)sc2c1	u	5.9%	-3.8%
COc1cccc(NC(=O)CN2C(=O)CSc3nc(C)cc(C)c32)c1	-0.4%	x	-7.7%
COc1ccc(N2CCN(c3nc(-c4ccccc4F)nc4ccccc34)CC2)cc1	16.4µM*	8.5%	-0.1%
CCOc1cc(C(=S)N2CCOCC2)ccc1O	u	-5.7%	-10.1%
COc1ccc(CCN2CC(C(=O)NCCc3cccc(F)c3)CCC2=O)cc1 (stereo unspecified)	4.2%	x	-5.2%
O=C1N(c2ccccc2C(F)(F)F)O[C@@]1(c1ccccc1)C1CCCC1	-0.2%	u	-2.4%
CC1=C/C(=C(\c2cc(C)c(O)c(Br)c2)c2ccccc2S(=O)(=O)O)C=C(Br)C1=O	u	15.5%	-20.3%
COC1(OC)C(/C=C/c2ccc(Cl)cc2)C(C#N)(C#N)C1(OC)OC (stereo unspecified)	8.2µM*	5.0%	-6.2%
Cn1nnnc1NCc1cccc(Cl)c1	0.3%	-2.4%	-8.8%
Cc1ccc2cc(CN(CC3CCCO3)C(=O)c3cccs3)c(=O)[nH]c2c1 (stereo unspecified)	u	x	-7.1%
CSc1sc(C)cc1C=O	-0.6%	2.5%	-4.3%
COc1ccccc1N1CCN(C(=O)c2cc3cc(C)ccc3[nH]2)CC1	u	x	-25.6%
Cc1cccc(NC(=O)C2CC(=O)N(Cc3ccccc3)C2)n1 (stereo unspecified)	-11.0%	x	-1.6%
COc1ccc(N2CC(O)=C(c3nc(-c4ccccc4)cs3)C2=N)cc1	20.6µM*	0.0%	7.6%
CCCn1ccc2c(OCC(=O)NCc3ccccc3Cl)cccc2c1=O	23.1µM*	2.6%	-6.8%
O=C(Oc1ccccc1N1C(=O)C2CCCCC2C1=O)c1ccc(Cl)cc1 (stereo unspecified)	u	0.0%	1.0%
CC(c1ccccc1)N1CC(C(=O)O)CC1=O (stereo unspecified)	0.9%	2.7%	0.7%
O=C(NCCc1ccccc1)c1cc(S(=O)(=O)N2CCCCC2)c[nH]1	u	-5.1%	-6.9%
COc1cccc(N2C(=O)N(c3ccccc3Cl)C3CS(=O)(=O)CC32)c1 (stereo unspecified)	-0.7%	8.0%	-4.5%
Cc1ccc(S(=O)(=O)N2CCCCC2)cc1NC(=O)CCc1nc2ccccc2c(=O)[nH]1	u	x	-15.4%
O=C(c1ccccc1F)N1CCN(CC2CC3C=CC2C3)CC1 (stereo unspecified)	0.9%	-2.0%	1.6%
CCOc1ccc2nc(N(CCN(C)C)C(=O)c3cc4ccccc4cc3OC)sc2c1	u	12.3%	-5.6%
O=C(NC1(C(F)(F)F)C(=O)Nc2c1c(=O)[nH]c(=O)n2Cc1ccccc1)c1ccco1 (stereo unspecified)	3.9%	1.9%	-13.5%
S=C(N/N=C/c1cccs1)NC1CC2CCC1C2 (stereo unspecified)	u	10.1%	-4.0%
CCN(CC)CCNCC(=O)N1c2ccccc2CCc2ccc(NC(=O)OC)cc21	-7.3%	x	-4.0%
CN(CC(=O)Nc1cccc(C(F)(F)F)c1)S(=O)(=O)c1ccc2[nH]c3c(c2c1)CCCC3	u	3.7%	-14.6%
Cc1ccccc1OCCCC(=O)Nc1ccc(Br)cc1	-18.2%	2.1%	-5.9%
CC(C)Cn1c(=O)c2c(nc3n2CCS3)n(C)c1=O	-8.2%	1.4%	-2.8%
Cc1ccc(S(=O)(=O)N(CC(=O)N/N=C/c2ccco2)Cc2ccccc2)cc1	-23.3%	5.3%	-9.2%
Cc1cc(C)cc(NC(=O)COC(=O)c2cc(=O)[nH]c(=O)[nH]2)c1	13.5%	3.6%	-5.7%
CCNc1ncc2nc(-c3cccc(C#N)c3)c(=O)n(CCC#N)c2n1	0.5%	x	-9.5%
Cc1c(C)c2c(OCC(=O)NCc3ccccn3)cc3c(c2oc1=O)CCC(C)(C)O3	16.4µM*	x	-14.3%
FC(F)(F)c1cc(-c2ccccc2)nc(NCC2CCCO2)n1 (stereo unspecified)	-23.0%	-2.9%	-5.3%
O=C(CCN1C(=O)/C(=C/c2ccc(F)cc2)SC1=S)NCCc1cnc[nH]1	-8.6%	11.0%	-12.1%
Cc1cc(C)c(OCC(=O)Nc2ccc(S(=O)(=O)N3CCOCC3)cc2)c(C)c1	-12.3%	5.7%	-4.6%
CC(Cc1ccccc1)C(=O)N[C@@H](CO)Cc1ccccc1 (stereo partly specified)	2.0%	-1.3%&-1.5%	-4.9%
C=CCNC(=O)c1cc(Cl)cc(Cl)c1	u	-1.2%	-3.1%
CCN(CC)c1ccc(C(=O)OCC(=O)Nc2cccc(S(=O)(=O)NC3=NCCCCC3)c2)cc1	18.4µM*	0.6%	-7.7%
C=CCc1c(C)nc(C)nc1N/N=C/c1ccc([N+](=O)[O-])cc1	16.4µM*	5.6%	-18.6%
CCNS(=O)(=O)c1ccc(NC(=O)c2c(-c3ccccc3)noc2C)cc1	-17.5%	x	-0.2%
COc1ccc(-n2nnnc2SCC(=O)NCCc2ccccc2)cc1	u	3.2%	-1.6%
CCOC(=O)CN1C(=O)/C(=C/c2ccc(Cl)cc2)Oc2ccccc21	-11.4%	x	10.9%
O=S(=O)(Nc1cccc(-c2ccc(N3CCCCC3)nn2)c1)c1cccs1	-21.7%	5.3%	-9.3%
CC1(C)CN(c2ccc(-c3ccnc4ncnn34)cc2)C1=O	-20.8%	0.5%	-9.3%
Cc1ccc(OCC(=O)Nc2cccc(-c3nnc(-c4ccccc4)o3)c2)cc1	16.4µM*	5.2%	-3.8%
COc1ccc(-c2oc3ncn4nc(-c5ccccc5C)nc4c3c2-c2ccc(OC)cc2)cc1	-6.4%	1.3%[12.3 µM]	15.1%
COc1ccccc1OCCNC(=O)C1CCN(C(C)=O)CC1	17.8%	4.5%	-7.5%
COc1ccc(N(CC(=O)NCc2ccc(C)cc2)S(=O)(=O)c2c(C)noc2C)cc1	1.3%	3.8%	-0.6%
CCN(CCCNC(=O)c1cn(CC)c2ccc(S(=O)(=O)N(C)C)cc2c1=O)c1cccc(C)c1	u	9.7%	-14.8%
CCCn1nc(C(=O)NC2CCCCCC2)c2ccccc2c1=O	u	-3.6%	-1.2%

(next part)
smiles	DT40 TDP1 no CPT	TDP1 inh	KAT2A inh
Cc1csc(NC(=O)CSc2nnc(-c3ccccn3)n2-c2ccc(C)c(C)c2)n1	-17.4%	6.1%	-5.9%
COc1ccc(C(=O)NNC(=O)CSc2nnnn2C)cc1	6.6%	2.4%	-3.3%
COc1ccc(C(OCCN2CCC[C@H](C(=O)O)C2)(c2ccc(OC)cc2)c2ccc(OC)cc2)cc1	x	10.8%	0.0%
CCn1nc(C(=O)NNC(=O)c2cc(Cl)ccc2OC)c2ccccc2c1=O	u	1.4%	0.1%
Cc1ccc(-c2nc3ccccc3[nH]2)cc1NC(=O)c1ccco1	u	2.1%	3.6%
CCC(C)NC(=O)CCc1c(C)nc2cc(-c3ccc(OC)cc3OC)nn2c1C (stereo unspecified)	u	4.6%	-0.1%
Oc1ccccc1CNCC12CC3CC(CC(C3)C1)C2	u	x	16.2%
N#Cc1c(N)sc(=S)c2c1CCN(Cc1ccccc1)C2	x	11.6%	u
COc1ccccc1C(=O)NCCSc1c(C)[nH]c2ccccc12	23.1µM*	2.9%	-16.2%
O=Cc1cccn1-c1c(C(=O)O)cnn1-c1ccccc1	9.5%	-1.2%	-0.7%
CN(C(=O)Cn1nc(Cc2cccnc2)c2ccccc2c1=O)c1cccc(C(F)(F)F)c1	-21.2%	1.3%	3.9%
COc1cc(OC)cc(C(=O)Nc2ccc(-c3nc4ccccc4s3)cc2C)c1	x	-3.2%	1.3%
CCOc1ccc(NC(=O)CN(C)C(=O)c2ccccc2Cc2ccccc2)cc1OCC	9.2µM*	3.1%	-7.2%
COc1ccc(N2Cc3cccc(C(=O)Nc4ccc(Cl)cc4)c3C2=O)cc1	20.6µM*	-5.8%	-9.9%
Cc1ccc(/C=N/n2c(COc3ccccc3)n[nH]c2=S)s1	-8.1%	0.0%	-10.6%
CCc1nc2nc(C)cc(Nc3ccc(OC)cc3)n2n1	-6.4%	5.0%	-19.2%
